Screens: PubChem BioAssay, Broad Institute
miR-122 sensor – miR-122 inhibition in Huh7 cells; activation (reporter increase), % at 12.5 µM; Huh7 miR-122 Renilla luciferase sensor, 48 h; neutral wells = 0, positive control = 100; actives 0.3% (n = 340,000);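 active means mean replicate activation score at least 90 and every replicate individually at or above 90; inconclusive means only one of the two criteria met; inactive means neither criterion met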;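 further: higher luciferase means less miR-122 activity so hits act as miR-122 inhibitors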
EWS-Fli block – EWS/Fli transcriptional activity inhibition; actives 0.67% (n = 350,000); A673 NR0B1-luciferase reporter, viability-normalised; inhibition, % at 12.6 µM;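 active means mean inhibition of at least 50% after viability correction, with every replicate also passing that limit; inconclusive means mean reaches 50% but only one of two replicates passes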;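 further: firefly luciferase signal divided by Alamar Blue viability fluorescence both relative to DMSO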
FN deposition inh – fibronectin deposition inhibition; AH1F fibroblasts, Alexa488-fibronectin deposition fluorescence, overnight; inhibition, % at 12.6 µM; actives 0.086% (n = 350,000);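 active means mean inhibition across replicates of 30% or more, regardless of how many single replicates reach that level; inconclusive means mean under 30% yet at least half of replicates reach 30%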;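 further: positive control wells lacked labelled fibronectin entirely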
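Material: AH1F fibroblast monolayer depositing Alexa488-labelled fibronectin into matrix | Input: 10000 AH1F cells/well | Medium: DMEM plus 2% serum, read in PBS | Reagent: Alexa488-fibronectin, 24 nM final in well | Compound dosing: One dose per compound, pinned | Schedule: 1 h adhesion, overnight exposure | Measured by: Fluorescence at 485 nm excitation, 525 nm emission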
DENV2 CPE rescue – protects cells from dengue virus 2 cytopathic effect; DENV2-infected cells, cytopathic effect rescue, plate reader; CPE inhibition, % at 9.99 µM; actives 1.7% (n = 350,000); in the data active means CPE inhibition above about 20%, passing the limit was not always enough; inconclusive means no clear call, values can overlap the other calls; tested in BHK-21 cells;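 further: 0% = median of neutral control wells and 100% = median of positive control wells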
INS-1E GSIS act – GLuc luminescence reporter in INS-1E cells, primary screen for activators of glucose-dependent secretion of insulin; INS-1E GLuc reporter insulin secretion, 2-3 h; activation, % at 16.6 µM; actives 0.61% (n = 370,000);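 active means lowest replicate activation of at least 40%, so every replicate reaches that level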;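 further: 0% = median of neutral control wells and 100% = median of IBMX positive control wells; some compounds called inactive have numbers as strong as hits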
PAX8 inh HTS – lowers PAX8-driven luciferase in RMG-I cells. inhibition, % at 12.6 µM. RMG-I TPO-luciferase reporter, SteadyGlo, 24 h. actives 1.2% (n = 360,000);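 active means mean replicate inhibition at least 60% with every replicate also reaching 60%; inconclusive means only one of the two criteria is met; inactive means mean below 60% and not all replicates reaching 60%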;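 further: luciferase light reporting Pax8 driven TPO promoter activity; plate controls were median of neutral control wells for no effect and mitoxantrone controls for full effect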
CFTR F508del cor – correctors of CFTR F508del function in bronchial epithelial cells; activity (quench increase), % at 7.58 µM; actives 0.36% (n = 350,000); CFBE cells, YFP halide quenching; stimulated with forskolin plus potentiator P3; % fluorescence drop versus neutral controls;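 active means mean added fluorescence quench of at least 8% versus neutral control, with both replicates also reaching 8%; inconclusive means only one of the mean or replicate conditions met; inactive means mean below 8% and not both replicates reaching 8%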;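 further: cells transiently co-express mutant CFTR-F508del with the halide-sensitive YFP; corrector assay measuring rescue of mutant channel to the surface after 24 h compound exposure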
* hit, by the source's call; ? = inconclusive; nt = not tested or not shown; & = joins results of further samples; [ ] = remark or other dose.

Key to letters: A = miR-122 sensor; B = EWS-Fli block; C = FN deposition inh; D = DENV2 CPE rescue; E = INS-1E GSIS act; F = PAX8 inh HTS; G = CFTR F508del cor
COc1ccc(-c2csc3ncnc(N4CCN(S(=O)(=O)c5cccc(F)c5)CC4)c23)cc1
  A: nt | B: 7 | C: 4 | D: 6 | E: 7 | F: 3 | G: -1.4

O=c1c(-c2ccc3c(c2)OCCO3)coc2cc(OC3OC(CO)C(O)C(O)C3O)ccc12 (stereo not given)
  A: nt | B: -40 | C: -3 | D: -1 | E: 7 | F: -99 | G: 0.4

Cc1ccc2nc(-c3ccc(NC(=O)CSc4nc(N)cc(=O)[nH]4)cc3)sc2c1
  A: -1 | B: -35 | C: -7 | D: -1 | E: 6 | F: -164 | G: -1.4

C[C@H](CO)N1C[C@H](C)[C@@H](CN(C)CC2CCCCC2)Oc2c(NC(=O)Nc3ccc(C(F)(F)F)cc3)cccc2C1=O
  A: 32[16.7 µM] | B: 2 | C: nt | D: -7 | E: -4 | F: nt | G: 4.0

COc1cc(/C=C(\C#N)C(=O)N2CCOCC2)ccc1OCc1ccccc1
  A: nt | B: -50 | C: 5 | D: 0 | E: -7 | F: -87 | G: 0.1

C[C@@H]1CN([C@@H](C)CO)C(=O)Cc2cc(NC(=O)c3ccncc3)ccc2O[C@@H]1CN(C)Cc1ccc(C(F)(F)F)cc1
  A: -7[16.7 µM] | B: 8 | C: 18 | D: 31* | E: -5 | F: 17 | G: 2.9

CCOC(=O)c1cc(C)sc1NC(=O)CN1CCN(C(=O)C2CCCO2)CC1 (stereo not given)
  A: -10 | B: nt | C: nt | D: -9 | E: 0 | F: 13 | G: 1.9

CC1CCC(NC(=O)C2c3ccccc3C(=O)N2Cc2ccc3c(c2)OCO3)CC1 (stereo not given)
  A: 4 | B: -2 | C: -1 | D: -3 | E: -10 | F: 12 | G: 3.5

COc1ccc(S(=O)(=O)N(C)C[C@@H]2Oc3c(NS(C)(=O)=O)cccc3C(=O)N([C@@H](C)CO)C[C@H]2C)cc1
  A: 0[16.7 µM] | B: -11&2 | C: -1 | D: -8&-4 | E: 12&22 | F: -6 | G: 2.6&-2.9

C[C@@H]1CN([C@H](C)CO)C(=O)Cc2cc(NC(=O)Nc3ccccc3)ccc2O[C@H]1CN(C)Cc1ccc(C(=O)O)cc1
  A: 2[16.7 µM] | B: 1 | C: nt | D: -6 | E: 11 | F: -1 | G: 0.3

Cc1cccn2c(=O)c(/C=C3\SC(=S)NC3=O)c(NCCCN3CCOCC3)nc12
  A: 0 | B: 21 | C: -1 | D: 0 | E: 2 | F: 7 | G: 3.1

COc1ccc(/C=C\C(=O)NCC(=O)N/N=C/c2ccc(O)cc2O)cc1
  A: -1 | B: 4 | C: -5 | D: 0 | E: 23 | F: 0 | G: 3.6

C[C@@H]1CN([C@@H](C)CO)C(=O)c2ccccc2-c2ccccc2CO[C@H]1CN(C)Cc1cccc(C(=O)O)c1
  A: nt | B: -14 | C: -2 | D: 1 | E: 13 | F: 14 | G: -0.7

Cc1cc(S(=O)(=O)N2CCCOC2CNC(=O)C(=O)NCCCN2CCOCC2)ccc1F (stereo not given)
  A: -5 | B: nt | C: 0 | D: -2 | E: 15 | F: nt | G: -0.2

Cc1ccccc1Cn1c(=O)[nH]c2ccccc21
  A: 2 | B: -9 | C: -3 | D: ? | E: 10 | F: 6 | G: 1.6

C[C@H](CO)N1C[C@H](C)[C@H](CN(C)C(=O)C2CCOCC2)Oc2ncc(C#Cc3ccccc3F)cc2C1=O
  A: 2[16.7 µM] | B: -8 | C: 1 | D: 3 | E: 0 | F: -18 | G: 1.6

CN(CC(=O)Nc1ccccc1Cl)C(=O)CN1C(=O)NC(c2ccccc2)(c2ccccc2)C1=O
  A: nt | B: -3 | C: 3 | D: 11 | E: -27 | F: 3 | G: -0.9

CN1C(=O)N(CC(=O)N2CCN(S(=O)(=O)Cc3ccccc3)CC2)C(=O)C12CCCCC2
  A: -2 | B: -2 | C: 5 | D: ? | E: -15 | F: -11 | G: 0.9

CC(NC(=O)c1cc2cc(Br)ccc2oc1=N)c1ccccc1 (stereo not given)
  A: 3 | B: nt | C: nt | D: 2 | E: 5 | F: 5 | G: -1.8

CCCCCc1c(-c2ccc(OC)cc2)ncn1CCc1ccccc1OC
  A: nt | B: 42 | C: -7 | D: -7 | E: -3 | F: 56 | G: 2.1

CC[C@H](C)[C@H]1CNC(=S)N1CC1CCN(CCCCc2ccccc2)CC1
  A: -6 | B: 3 | C: -2 | D: ? | E: -13 | F: -7 | G: 2.8

O=C1CCCC/C=C\C[C@H](CC(=O)N(CCO)Cc2ccccc2)C(=O)N[C@@H](Cc2ccccc2)CO1
  A: nt | B: -4 | C: 2 | D: 17 | E: -29 | F: -3 | G: -0.4

CC(C)NC(=O)Nc1ccc2c(c1)C(=O)N(C)[C@H]1CC[C@H](CC(=O)NCc3ccc(F)cc3)O[C@@H]1CO2
  A: nt | B: 1 | C: 2 | D: nt | E: 2 | F: -22 | G: nt

CCN(CC)S(=O)(=O)c1ccc2[nH]c(=O)cc(C(=O)Nc3ccc(C)cc3)c2c1
  A: 4 | B: 4 | C: nt | D: 0 | E: 11 | F: 26 | G: 0.6

Brc1cccc(-c2nc3ccc(Br)cn3c2Cc2ccccc2)c1
  A: 13 | B: -72 | C: -2 | D: -6 | E: -5 | F: -146 | G: -0.8

O=c1ccc2cc(S(=O)(=O)Nc3ccccc3F)ccc2o1
  A: nt | B: -9 | C: -8 | D: -3 | E: 4 | F: 8 | G: -1.6

CCc1ccc(NC(=O)CCCOc2cc(=O)n(C)c3ccccc23)cc1
  A: -3 | B: 17 | C: 2 | D: -15 | E: 23 | F: -18 | G: -0.3

Cc1nc2ccc(Cl)cc2[nH]1
  A: nt | B: -3 | C: -2 | D: -12 | E: 3 | F: -7 | G: 1.8

Nc1ccccc1SC1CC(=O)N(Cc2ccccc2)C1=O (stereo not given)
  A: nt | B: 13 | C: -14 | D: 1 | E: 1 | F: 9 | G: -0.8

COc1cc(OC)cc(C(=O)Nc2ccc(S(=O)(=O)Nc3cnc4ccccc4n3)cc2)c1
  A: 13 | B: 20 | C: -3 | D: -1 | E: 55 | F: -14 | G: -1.8

Part of the list above in order of length of the SMILES, descending:
Key to letters: A = miR-122 sensor; B = EWS-Fli block; C = FN deposition inh; D = DENV2 CPE rescue; E = INS-1E GSIS act; F = PAX8 inh HTS; G = CFTR F508del cor
C[C@@H]1CN([C@@H](C)CO)C(=O)Cc2cc(NC(=O)c3ccncc3)ccc2O[C@@H]1CN(C)Cc1ccc(C(F)(F)F)cc1
  A: -7[16.7 µM] | B: 8 | C: 18 | D: 31* | E: -5 | F: 17 | G: 2.9

C[C@@H]1CN([C@H](C)CO)C(=O)Cc2cc(NC(=O)Nc3ccccc3)ccc2O[C@H]1CN(C)Cc1ccc(C(=O)O)cc1
  A: 2[16.7 µM] | B: 1 | C: nt | D: -6 | E: 11 | F: -1 | G: 0.3

CC(C)NC(=O)Nc1ccc2c(c1)C(=O)N(C)[C@H]1CC[C@H](CC(=O)NCc3ccc(F)cc3)O[C@@H]1CO2
  A: nt | B: 1 | C: 2 | D: nt | E: 2 | F: -22 | G: nt

O=c1c(-c2ccc3c(c2)OCCO3)coc2cc(OC3OC(CO)C(O)C(O)C3O)ccc12 (stereo not given)
  A: nt | B: -40 | C: -3 | D: -1 | E: 7 | F: -99 | G: 0.4

Cc1cccn2c(=O)c(/C=C3\SC(=S)NC3=O)c(NCCCN3CCOCC3)nc12
  A: 0 | B: 21 | C: -1 | D: 0 | E: 2 | F: 7 | G: 3.1

COc1ccc(/C=C\C(=O)NCC(=O)N/N=C/c2ccc(O)cc2O)cc1
  A: -1 | B: 4 | C: -5 | D: 0 | E: 23 | F: 0 | G: 3.6

COc1cc(/C=C(\C#N)C(=O)N2CCOCC2)ccc1OCc1ccccc1
  A: nt | B: -50 | C: 5 | D: 0 | E: -7 | F: -87 | G: 0.1

CCc1ccc(NC(=O)CCCOc2cc(=O)n(C)c3ccccc23)cc1
  A: -3 | B: 17 | C: 2 | D: -15 | E: 23 | F: -18 | G: -0.3

Brc1cccc(-c2nc3ccc(Br)cn3c2Cc2ccccc2)c1
  A: 13 | B: -72 | C: -2 | D: -6 | E: -5 | F: -146 | G: -0.8

Nc1ccccc1SC1CC(=O)N(Cc2ccccc2)C1=O (stereo not given)
  A: nt | B: 13 | C: -14 | D: 1 | E: 1 | F: 9 | G: -0.8

Other compounds follow:
The line under a structure holds: miR-122 sensor, EWS-Fli block, FN deposition inh, DENV2 CPE rescue, INS-1E GSIS act, PAX8 inh HTS, CFTR F508del cor
- CCNC(=O)Nc1ccc2c(c1)C(=O)N(C)[C@H]1CC[C@@H](CC(=O)N[C@H](C)c3ccccc3)O[C@H]1CO2
 : nt, -5, -3, 1, -1, -8, nt
- Cc1ccc(C(O)P(=O)(OC(C)C)c2ccc(N(C)C)cc2)cc1 (stereo not given)
 : 2, 12, -8, 1, 6, 4, -2.0
- COc1ccc(CC(=O)c2ccc(O)cc2O)cc1
 : -6, -23, nt, 76*, 2, nt, -0.4
- COc1ccccc1C(=O)NC(CCSC)C(=O)NCc1ccncc1 (stereo not given)
 : -1, 4, -1, 2, 22, -4, -2.0
- Cc1cc(C)n2nc(SC3CCCCN(C(=O)c4ccc(F)cc4)C3=O)nc2n1 (stereo not given)
 : 0, nt, -5, nt, nt, -1, nt
- CC1(C)Cc2c(sc(NC(=O)c3ccc4ncsc4c3)c2C(N)=O)C(C)(C)N1
 : nt, -19, 2, 5, -8, -47, 7.7
- COc1ccc(NC(=O)Nc2cccc3c2O[C@@H](CN(C)Cc2ccc(Oc4ccccc4)cc2)[C@H](C)CN([C@H](C)CO)C3=O)cc1
 : 14[16.7 µM], -4, nt, -2, -20, 10, -6.4
- CCCN(C(=O)CSc1nc2cc(S(=O)(=O)N(CC)CC)ccc2o1)C1CCS(=O)(=O)C1 (stereo not given)
 : -1, 6, 0, 10, 1, 9, 1.5
- O=C(Cn1nc(Cc2cccnc2)c2ccccc2c1=O)NCc1ccc2c(c1)OCO2
 : -4, -9, -15, -4, 3, 17, 0.9
- C[C@@H]1CN([C@@H](C)CO)C(=O)Cc2cc(NC(=O)C3CCCCC3)ccc2O[C@@H]1CN(C)Cc1ccncc1
 : 3[16.7 µM], 3, nt, -2, 9, nt, -2.9
- O=C(Cn1cnc2ccccc21)Nc1ccc(SC(F)F)cc1
 : -10, -3, -20, -1, -22, 12, 3.5
- O=C(C[C@@H]1CC[C@@H](NC(=O)NC2CCCCC2)[C@H](CO)O1)NCc1ccccc1
 : nt, -5, -5, 4, 20, -3, -2.1
- O=C(CSc1nnnn1C1CC1)N1CCN(c2ccc(O)cc2)CC1
 : -12, -11, -1, 14, -18, 4, 5.0
- COc1cc(CN2CCN(Cc3cccc(OC)c3OC)CC2)cc(OC)c1
 : -6, 3, -1, 13, -2, 22, -0.4
- CC(CCc1ccccc1)NC(=O)CN1CCN(c2ccc(O)cc2)CC1 (stereo not given)
 : -1, 1, 2, 17, -10, 13, -5.7
- Cc1ccc(NC(=O)C2=CCN(S(=O)(=O)c3ccc(F)cc3)CC2)c(C)c1
 : -5, -5, 7, -1, 12, -6, -1.5
- Cc1ccc(C#CC[N+]2(C)CCCCC2)cc1
 : 3, 2, 5, -4, -2, -10, -1.1
- COc1ccc(NC(=O)Nc2ccc3c(c2)CCC3)cc1
 : -1, -85, nt, -9, 10, -145, 0.9
- CC(=O)c1cccc(OCc2cc(C(=O)N3C[C@@H](C)O[C@@H](C)C3)no2)c1
 : -2, -75, 4, -7, 5, -135, -5.3
- COc1ccc2c3c(n(C)c2c1)[C@@H](CO)N(C(=O)c1ccc(F)cc1)CC31CN(C(=O)Nc2ccc(F)cc2)C1
 : nt, 3, 7, 4, -7, nt, 0.5

This is a random part of the collection; about 3.9% have a hit in one of these screens.
